# TWEAK Fn14 block: blocks TWEAK-Fn14 interaction in a reporter cell assay. 360,000 compounds, 2% hits. inhibition, % at 10 µM. TWEAK-stimulated Fn14 reporter cells, luciferase luminescence, 8 h; in the data active means inhibition above about 50%
# SRC2 inh: human SRC2 (NCOA2) inhibition. inhibition, % at 9 µM. Q15596. HEK293 GAL4-SRC2 luciferase reporter, luminescence. 370,000 compounds, 0.17% hits. AID 651957;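 active means inhibition above the mean inhibition of all tested compounds plus 3 SD, set per campaign, cut at about 52% in these data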;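 further: 0% = DMSO treated cells and 100% = cells given Gossypol at 36 µM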
# LRH-1 inv ag: inverse agonists of human LRH-1 (NR5A2). AID 602396. 360,000 compounds, 0.13% hits. O00482. inhibition, % at 3.6 µM. HEK293T StAR-luciferase reporter, LRH-1 transfected, 24 h;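 active means inhibition above the mean inhibition of all tested compounds plus 3 SD, cut at about 73% in these data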;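 further: 0% = DMSO wells and 100% = reporter-only cells lacking LRH-1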
# Target sequence (O00482 whole entry, looked up): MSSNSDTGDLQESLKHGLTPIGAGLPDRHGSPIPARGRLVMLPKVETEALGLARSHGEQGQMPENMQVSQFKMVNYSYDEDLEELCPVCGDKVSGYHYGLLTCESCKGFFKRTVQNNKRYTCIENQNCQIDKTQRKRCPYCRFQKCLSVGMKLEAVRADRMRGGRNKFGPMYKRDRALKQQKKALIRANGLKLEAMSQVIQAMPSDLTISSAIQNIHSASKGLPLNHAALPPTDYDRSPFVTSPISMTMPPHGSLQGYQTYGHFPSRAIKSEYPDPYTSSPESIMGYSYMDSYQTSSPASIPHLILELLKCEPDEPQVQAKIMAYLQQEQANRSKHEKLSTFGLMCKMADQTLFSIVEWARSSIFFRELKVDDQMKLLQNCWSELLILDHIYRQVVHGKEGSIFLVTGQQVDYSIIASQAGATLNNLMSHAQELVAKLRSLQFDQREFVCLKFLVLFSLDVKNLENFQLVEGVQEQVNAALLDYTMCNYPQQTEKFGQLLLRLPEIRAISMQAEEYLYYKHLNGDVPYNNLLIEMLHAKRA
# NOD2 RIPK2 PPI: NOD2-RIPK2 protein interaction inhibition; inhibition, % at 4.98 µM; CHO BLA complementation NOD2-RIPK2, CCF4 ratio; 360,000 compounds, 0.38% hits; O43353; in the data active means inhibition above about 21%;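 further: 0% = vehicle only and 100% = reference blocker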
# TLR9-MyD88 inh: inhibitors of human TLR9-MyD88 binding | inhibition, % at 4.98 µM | AID 504734 | CHO BLA complementation TLR9-MyD88, CCF4 FRET ratio | 340,000 compounds, 0.21% hits | Q9NR96+Q99836;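 active means inhibition above the mean over all tested compounds plus 3 SD, cut at about 21% in these data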;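 further: 0% = DMSO only wells and 100% = clavulanate BLA inhibitor control wells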
# Exocytosis inh: lytic granule exocytosis inhibition; TALL-104 LAMP-1 surface exposure, flow cytometry; cells stimulated with thapsigargin and PMA; inhibition, % at 10 µM; 360,000 compounds, 0.66% hits;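 active means inhibition above about 55%, limit read from the data; inconclusive means no clear call, values can overlap the other calls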
# NCOA3 inh: inhibits human SRC3 coactivator. HEK293 GAL4-SRC3 luciferase reporter, luminescence. inhibition, % at 3.6 µM. 360,000 compounds, 0.17% hits;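 active means inhibition above a per-campaign cutoff, the mean of all compounds plus 3 SD, cut at about 60% in these data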;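 further: 0% = DMSO-treated cells and 100% = gossypol-treated cells at 36 µM; higher means less SRC3-driven luciferase light from the GAL4 reporter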
# TROY signal inh: inhibitors of TROY-dependent NF-kB signaling; Q293 LMP1-TROYcd NF-kB luciferase reporter, 4 h; inhibition, % at 10 µM; 360,000 compounds, 0.98% hits; AID 1347056;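 active means compounds whose plate-normalised and pattern-corrected inhibition of the luciferase reporter signal at the single screening dose is 50% or more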
# ABHD5 PLIN5 PPI: inhibitors of human ABHD5-perilipin-5 interaction; AID 602281; Q00G26+Q8WTS1; 360,000 compounds, 0.78% hits; Split G. princeps luciferase complementation, luminescence, 4 h; inhibition, % at 4 µM;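 active means inhibition above the mean inhibition across every tested compound plus 3 SD, cut at about 22% in these data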;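 further: 0% = DMSO only wells and the 100% control is not disclosed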
# NCOA1 inh: inhibits human SRC1 coactivator | Q15788 | HEK293 GAL4-SRC1 luciferase reporter, luminescence | inhibition, % at 3.6 µM | 360,000 compounds, 0.12% hits;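 active means inhibition above the campaign mean plus 3 SD, with each screening campaign given its own cutoff, cut at about 60% in these data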;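 further: 0% = DMSO treated cells and 100% = gossypol at 36 µM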
# NR2F2 inh: blocks human COUP-TFII nuclear receptor | inhibition, % at 8.6 µM | HEK293T NGFI-A luciferase reporter, luminescence | 370,000 compounds, 0.7% hits | P24468;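 active means inhibition above a per-plate cutoff, mean inhibition of test wells between control levels plus 3 SD, cut at about 38% in these data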;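 further: cells cotransfected with COUP-TFII expression vector driving the NGFI-A reporter; 0% = median of COUP-TF2 test wells and 100% = reporter-only cells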
# Target sequence (P24468 whole entry, looked up): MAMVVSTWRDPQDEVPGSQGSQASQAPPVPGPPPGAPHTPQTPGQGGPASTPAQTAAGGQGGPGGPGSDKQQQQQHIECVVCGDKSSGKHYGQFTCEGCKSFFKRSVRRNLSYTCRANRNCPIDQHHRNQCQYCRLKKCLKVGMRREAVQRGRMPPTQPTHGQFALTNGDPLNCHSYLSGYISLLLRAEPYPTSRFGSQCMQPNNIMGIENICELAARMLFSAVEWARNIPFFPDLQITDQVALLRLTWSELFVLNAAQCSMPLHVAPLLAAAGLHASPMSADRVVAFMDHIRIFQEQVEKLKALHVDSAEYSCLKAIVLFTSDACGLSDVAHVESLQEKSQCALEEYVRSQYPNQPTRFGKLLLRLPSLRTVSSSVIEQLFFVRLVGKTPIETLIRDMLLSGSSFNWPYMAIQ
# * = called active by the depositor; ? = inconclusive; / = not tested or not shown; & = joins results of further samples; ! = not confirmed by another sample.
SMILES,TWEAK Fn14 block,SRC2 inh,LRH-1 inv ag,NOD2 RIPK2 PPI,TLR9-MyD88 inh,Exocytosis inh,NCOA3 inh,TROY signal inh,ABHD5 PLIN5 PPI,NCOA1 inh,NR2F2 inh
CC(C)(C)c1ccc(NC(=O)c2cc(C3CCCN(S(=O)(=O)c4cccc5cccnc45)C3)on2)cc1 (stereo not given),47,-6,1,5,/,?,14,17,-10,5,-11
Cc1cc(OCC(=O)Nc2ccc(N3CCCC3)cc2)cc(C)c1Cl,-8,-19,-20,2,-7,1,-12,5,-2,-17,7
CSc1ccc(Cl)c(C(=O)OCC(=O)NCC(C)C)c1,6,-13,-14,-9,10,-1,4,-19,9,4,14
CC(Sc1nnc(NC2CC2)s1)C(=O)Nc1ccc(N2CCOCC2)cc1 (stereo not given),-10,-21,-1,-10,4,-2,-14,13,-3,-7,-12
CC(=O)C1(O)CCC2C3CC(C)C4=CC(=O)C=CC4(C)C3(F)C(O)CC21C (stereo not given),-6,-32,-7,6,-14,-15,-86,12,-4,-29,-6
O=c1[nH]c(C(F)(F)F)nc2ccc3ccccc3c12,-38,-16,-18,1,-1,12,5,-5,4,0,3
OCCNc1ncnc2c1ncn2[C@H]1CN(Cc2cccs2)C[C@@H](CO)O1,0,-14,-6,8,/,-3,-48,5,-3,-1,-2
CCOC(=O)C(Cc1ccccc1)C(=O)Nc1cccc2ccccc12 (stereo not given),12,3,-17,-1,1,-2,18,19,3,6,1
COc1ccc(Nc2cc(=O)n(-c3ccccc3)c3c2c(=O)n(C)c(=O)n3C)cc1,-9,16,-6,-5,/,4,-13,16,-4,4,-9
C[n+]1c2cc(N)ccc2cc2ccc(N)cc21,-28&-94,-229,74*!,18&18,14&8,-1&0,-71&-34,-50&-29,-22&-25,-111&-61,-35&-50
COc1ccc(CCNc2ncnc3nc[nH]c23)cc1OC,22,9,-13,-7,1,0,3,-3,-8,14,17
O=C(OCC(=O)N1CCN(C(=O)c2ccco2)CC1)c1cn(-c2ccccc2)nc1-c1ccccc1,-11,4,-27,5,-26,0,-2,-9,-9,-24,9
CCn1c(SCC(N)=O)nc2ccccc2c1=O,-1,-7,15,5,1,5,-10,4,-2,-52,-5
CC(C)CN(C(=O)CCC(=O)OC(C)C(=O)Nc1cccc(C#N)c1)c1c(N)n(CC(C)C)c(=O)[nH]c1=O (stereo not given),-14,-11,-22,-4,0,3,1,-11,-1,6,3
O=C(c1cc2sccc2n1Cc1ccccc1)N1CCN(c2nc3ccccc3s2)CC1,40,5,11,-9,-5,-6,42,-2,10,19,27
O=C(Nc1nc(-c2ccc3c(c2)OCCO3)cs1)c1ccc(Br)o1,28,-41,-27,-6,-3,-6,8,55*,-3,6,-5
Cc1ccc(N2CC(=O)N(NC(=O)CN3CCN(c4ccccc4)CC3)CC2=O)cc1,-12,12,-9,-1,5,16,22,-8,5,-12,-11
Cn1c(=O)c2c(nc(NCc3ccco3)n2Cc2ccc(Cl)cc2Cl)n(C)c1=O,-12,-6,-5,2,-10,1,-4,16,-6,5,5
O=C(c1cc2c(ccc3ccccc32)o1)N1CCN(c2ncc(C(F)(F)F)cc2Cl)CC1,6,10,-1,-2,13,-2,18,1,1,-7,-13
Cc1nc(SCC(=O)N(C)C2CCCCC2)[nH]c(=O)c1Cc1ccccc1,-8,9,3,6,17,-2,17,18,4,-22,-3
COc1ccc2c(c1)[C@H]1[C@H](CO2)[C@H](c2ccccc2)[C@]2(C)C(=O)Nc3ccc(Br)cc3C(=O)N12,1,-25,12,-11,0,-8,3,-7,-4,6,6
Cc1ccc(CSCC(=O)N2CCN(Cc3ccc4c(c3)OCO4)CC2)cc1,14,-8,6,2,2,2,1,16,2,-12,4
COC(=O)c1ccccc1NC(=O)CSc1nc2cccnc2n1C,-1,16,12,-6,-10,-2,-3,-5,4,-4,3
O=C(Cc1ccc(F)cc1)NC(Cc1c[nH]c2ccccc12)C(=O)O (stereo not given),12,-6,-9,-3,1,-5,0,-13,6,-19,-3
CC1CCCN(C(=O)CCS(=O)(=O)c2cc3c(cc2Cl)NC(=O)CO3)C1 (stereo not given),-5,-11,13,-12,5,6,3,1,-4,7,1
CN1c2ccccc2N(C)C1c1c(O)ccc2ccccc12,19,11,21,-5,1,1,2,7,-1,-8,10
CCN(c1ccccc1)S(=O)(=O)c1ccc(Cl)c(NC(=O)CN(C)Cc2cccc(F)c2)c1,23,-1,7,5,-3,1,19,11,-10,2,17
CCn1c(=O)n(CC)c2cc(S(=O)(=O)NCCOc3ccccc3)c(C)cc21,1,14,-11,-1,-15,0,-3,10,-2,-45,-2
O=C(CSc1ncnc2c1cnn2-c1ccc(F)cc1)NCc1ccc2c(c1)OCO2,-52,-1,-5,-21,-7,2,4,-11,7,-18,0
CC(C)(C)C(=O)Nc1cc(NC(=O)C(C)(C)C)cc(C(=O)Nc2cc(C(=O)O)cc(C(=O)O)c2)c1,6,-11,-1,2,-3,-1,9,-6,0,12,9
CC(=O)OC(C(=O)NCS(=O)(=O)c1ccc(C)cc1)c1cccnc1 (stereo not given),-15,1,13,-11,2,-3,2,4,-1,-13,15
COc1ccccc1CNc1nc(-c2ccccc2CO)c2sccc2n1,5,-16,-35,7,/,-7,-34,0,-11,-11,-6
CCOC(=O)C1CN(S(=O)(=O)c2ccc(F)cc2)C1,6,-4,10,-3,4,-3,-8,0,3,15,1
COc1ccc(NC(=O)c2cncn2-c2ccccc2)cc1,10,-1,-15,-14,1,-4,10,-9,2,19,4
Cc1noc(N)c1C1(O)C(=O)Nc2c(Cl)cc(Cl)cc21 (stereo not given),0,9,11,10,6,1,16,-20,-8,7,0
CN1CCN(C(c2ccc(F)cc2)c2ccc3cccnc3c2O)CC1 (stereo not given),-8,/,-8,-1,10,-1,4,20,-3,18,/
CCOC(=O)C1=C(c2ccccc2)Nc2ncnn2C1c1ccc(OC)c(OC)c1OC (stereo not given),9,12,0,-18,4,-1,-4,-3,-9,5,10
CC(=O)c1cccc(Nc2c3c(nc4ccccc24)CCC3)c1,3,2,-10,12,6,33,13,-7,-1,14,-2
Cc1ccc2c(c1)nnn2C1CCN(CC(=O)Nc2ccc(F)cc2)CC1,-4,17,9,7,0,-6,-13,-5,-8,-15,-21
Cn1c(=O)c2c(nc(SCC(=O)O)n2Cc2cc3c(cc2Cl)OCO3)n(C)c1=O,2,2,-9,2,2,0,10,-5,6,8,3

# Three entries from above, with values under each structure.
# Results follow in this order: TWEAK Fn14 block, SRC2 inh, LRH-1 inv ag, NOD2 RIPK2 PPI, TLR9-MyD88 inh, Exocytosis inh, NCOA3 inh, TROY signal inh, ABHD5 PLIN5 PPI, NCOA1 inh, NR2F2 inh
Cc1nc(SCC(=O)N(C)C2CCCCC2)[nH]c(=O)c1Cc1ccccc1
  -8, 9, 3, 6, 17, -2, 17, 18, 4, -22, -3
O=c1[nH]c(C(F)(F)F)nc2ccc3ccccc3c12
  -38, -16, -18, 1, -1, 12, 5, -5, 4, 0, 3
CC1CCCN(C(=O)CCS(=O)(=O)c2cc3c(cc2Cl)NC(=O)CO3)C1 (stereo not given)
  -5, -11, 13, -12, 5, 6, 3, 1, -4, 7, 1

# Remaining list, next part
SMILES,TWEAK Fn14 block,SRC2 inh,LRH-1 inv ag,NOD2 RIPK2 PPI,TLR9-MyD88 inh,Exocytosis inh,NCOA3 inh,TROY signal inh,ABHD5 PLIN5 PPI,NCOA1 inh,NR2F2 inh
CS(=O)(=O)N1Cc2cc(C(=O)NCC3CC3)nc(-c3cccc(-c4cccnc4)c3)c2[C@@H]1CCO,-1,-2,54,-2,/,-4,/,9,0,/,2
CCOC(=O)CN(C(=O)CSc1nnc(-c2ccc(OC)c(OC)c2)o1)c1ccccc1,14,-25,22,0,-5,-1,8,15,-2,10,8
O=C(NC1CCN(S(=O)(=O)c2ccccc2)CC1)c1cccc(F)c1,10,7,-2,-10,4,-9,-2,-22,3,10,19
COc1ccc(NC(=O)CSc2nnc(-c3ccco3)n2C)cc1,-6,-8,13,-8,-1,1,12,5,2,-5,8
Cc1[nH]nc(SCC(=O)N2CCCCCC2)c1[N+](=O)[O-],-21,-14,-10,-6,-6,-2,-2,28,2,-13,-30
COc1ccc(C2COc3cc(O)ccc3C2)c(OC)c1O (stereo not given),10,-8,23,-21,4,2,-9,-3,0,15,-1
CC1CN(C(=S)Nc2ccc(S(N)(=O)=O)cc2)CC(C)O1 (stereo not given),11,18,-8,-4,-5,0,10,16,-2,-6,-17
COc1ccccc1NS(=O)(=O)c1ccc(O)c(C(=O)OCC(=O)N2c3ccccc3CC2C)c1 (stereo not given),20,-12,12,5,3,-1,-8,4,0,4,-3
CCN(CC(=O)NC1CCS(=O)(=O)C1)S(=O)(=O)c1ccccc1 (stereo not given),-3,-6,9,-8,-2,2,4,5,2,-8,3
Cc1cc(C)n(-c2cc(C(C)(C)C)nc3c(-c4ccc(Cl)cc4)cnn23)n1,-10,-42,1,7,5,-3,-4,6,1,-15,-4

# Compound profiles, as listed above. Order of screens: TWEAK Fn14 block	SRC2 inh	LRH-1 inv ag	NOD2 RIPK2 PPI	TLR9-MyD88 inh	Exocytosis inh	NCOA3 inh	TROY signal inh	ABHD5 PLIN5 PPI	NCOA1 inh	NR2F2 inh
# `COc1ccccc1NS(=O)(=O)c1ccc(O)c(C(=O)OCC(=O)N2c3ccccc3CC2C)c1` (stereo not given) as listed: 20	-12	12	5	3	-1	-8	4	0	4	-3
# `CS(=O)(=O)N1Cc2cc(C(=O)NCC3CC3)nc(-c3cccc(-c4cccnc4)c3)c2[C@@H]1CCO` as listed: -1	-2	54	-2	/	-4	/	9	0	/	2
# `O=C(NC1CCN(S(=O)(=O)c2ccccc2)CC1)c1cccc(F)c1` as listed: 10	7	-2	-10	4	-9	-2	-22	3	10	19
# `Cc1[nH]nc(SCC(=O)N2CCCCCC2)c1[N+](=O)[O-]` as listed: -21	-14	-10	-6	-6	-2	-2	28	2	-13	-30

# Screening results as filed in PubChem.

# This is a subset; rates above refer to the full screens.
